CF NFkB inh: blocks PAF-induced NF-kB reporter in cystic fibrosis cells. KKLEB NF-kB-GFP reporter, GFP fluorescence overnight. inhibition, % at 5 µM. actives 0.86% (n = 360,000);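 active means at least 50% inhibition at 5 µM, scaled per plate between neutral and stimulator controls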;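 further: PAF is a Pseudomonas aeruginosa culture filtrate used as stimulus; plate controls were PAF-stimulated DMSO wells for no effect and unstimulated DMSO wells for full effect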
Vif imaging: HIV Vif inhibition; actives 0.35% (n = 340,000); AID 602346; inhibition, % at 7.49 µM; HEK293T cells, Vif self-association by quenched fluorescence, imaging, 24 h; in the data active means inhibition above about 50%, passing the limit was not always enough; further: some results filed as inactive read as strong as hits
PDI inh: inhibitors of human protein disulfide isomerase; PDI insulin aggregation turbidity, A650, 90 min; P07237; AID 588391; inhibition, % at 10 µM; actives 0.052% (n = 350,000);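 active means mean inhibition across replicates of 30% or more, whatever share of single replicates reach that level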;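 further: absorbance from insulin aggregation driven by PDI reduction with DTT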
Target sequence (P07237 whole entry, looked up): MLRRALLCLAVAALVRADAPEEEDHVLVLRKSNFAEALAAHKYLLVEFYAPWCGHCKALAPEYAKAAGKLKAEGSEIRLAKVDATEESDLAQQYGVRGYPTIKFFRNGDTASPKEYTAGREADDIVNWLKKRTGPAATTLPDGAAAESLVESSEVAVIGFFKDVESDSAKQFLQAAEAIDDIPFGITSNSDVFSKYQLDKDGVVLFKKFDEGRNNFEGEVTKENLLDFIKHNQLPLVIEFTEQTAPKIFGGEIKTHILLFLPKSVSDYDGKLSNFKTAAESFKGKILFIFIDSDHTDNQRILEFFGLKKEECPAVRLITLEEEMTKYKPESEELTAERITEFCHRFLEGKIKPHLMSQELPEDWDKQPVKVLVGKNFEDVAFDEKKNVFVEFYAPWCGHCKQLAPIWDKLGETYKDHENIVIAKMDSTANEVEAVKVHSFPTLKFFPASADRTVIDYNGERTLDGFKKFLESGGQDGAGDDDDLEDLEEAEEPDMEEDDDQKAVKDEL
HIF-2a inh: inhibitors of HIF-2a; actives 0.72% (n = 360,000); inhibition, % at 18.8 µM; 786-0 RCC cells HIF-2a reporter, luciferase luminescence, overnight; AID 624352;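 active means inhibition of the luminescence signal of 40% or more relative to plate controls, in a single-dose primary screen at 18.75 µM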
MITF TRPM1 inh: inhibitors of MITF-driven TRPM1 promoter in melanoma cells; inhibition, % at 12.5 µM; actives 0.83% (n = 330,000); SK-MEL-5 TRPM1 promoter luciferase, 24 h; AID 488899;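 active means mean inhibition across replicates of 60% or more, whatever share of single replicates reaches that level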; further: values of inactives mirror those of a sister screen read the other way
Shn3 3UTR inh: Schnurri-3 reporter inhibition in Clone20 osteoblasts; Clone20 osteoblast Shn3 3'UTR firefly luciferase, 24 h; inhibition, % at 12.5 µM; actives 0.52% (n = 360,000); AID 588674;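 active means mean inhibition of at least 75% with every replicate also reaching 75%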;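 further: 0% = median of neutral control wells and 100% = pilot-screen positive control compound; some compounds past the cut are filed as inactive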
CaV13 FRET inh: Disruptors of the CACNA1D IQ motif to Ca2+-dependent inactivation inhibitor domain association, primary screening, Förster resonance energy transfer in intact living …; AID 743397; HEK cells, CFP/YFP FRET ICDI-IQ, plate reader, 10 min; percent FRET-ratio fall versus neutral wells; inhibition, % at 12.3 µM; actives 0.098% (n = 340,000);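 active means mean replicate inhibition of at least 30% and at least 1% of replicates passing that level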;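 further: 0% = median of the neutral control wells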
KKLEB tox: counter-screen for CF NF-kB inhibitors: cytotoxicity; actives 0.36% (n = 360,000); activity change (cytotoxicity), % at 5 µM; KKLEB CF airway cells viability, ATPlite luminescence, overnight; stronger effect = lower value; cells stimulated with P. aeruginosa culture filtrate;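 active means corrected activity change at or below -50% at 5 µM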
Peg3 prom inh: reduces Peg3 promoter-driven luciferase expression in HeLa. HeLa PEG-Prom luciferase reporter, luminescence, overnight. actives 1.7% (n = 360,000). inhibition, % at 20 µM. AID 588405;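 active means inhibition of at least 50% at 20 µM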
NR2E3 ag-1: NR2E3 (human) agonism; Q9Y5X4; GST-NR2E3/biotin-RetCOR TR-FRET, 1536-well; inhibition of corepressor binding, % at 4.78 µM; actives 0.12% (n = 320,000); AID 2300;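 active means percent inhibition above the cutoff of mean plus 3 SD of all tested compounds, set per screening campaign, cut at about 20% in these data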;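 further: 0% = DMSO wells and 100% = biotin wells as full block of FRET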
Target sequence (Q9Y5X4 whole entry, looked up): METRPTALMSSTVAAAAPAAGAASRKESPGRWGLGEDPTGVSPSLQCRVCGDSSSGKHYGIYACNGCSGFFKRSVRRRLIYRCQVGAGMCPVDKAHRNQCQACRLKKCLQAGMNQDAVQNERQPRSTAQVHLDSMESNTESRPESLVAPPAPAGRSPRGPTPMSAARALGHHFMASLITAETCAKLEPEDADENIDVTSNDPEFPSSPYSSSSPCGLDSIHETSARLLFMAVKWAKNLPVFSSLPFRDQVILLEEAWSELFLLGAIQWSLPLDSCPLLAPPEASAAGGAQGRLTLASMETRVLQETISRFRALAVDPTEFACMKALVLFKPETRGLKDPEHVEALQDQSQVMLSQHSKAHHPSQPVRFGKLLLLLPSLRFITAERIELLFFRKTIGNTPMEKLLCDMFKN
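Material: NR2E3–RetCOR corepressor complex / Amount: 1.35 nM GST-NR2E3 / Medium: Tris pH 7.5 / Compound: single nominal compound dose of 4.8 µM / Incubation: 5 h at 4 °C / Technique: TR-FRET, Eu(K)-anti-GST donor, streptavidin-D2 acceptor, ex 340, em 617/671 nm / Read-out basis: percent loss of FRET ratio relative to control wells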
NR2E3 ag-2: human photoreceptor-specific nuclear receptor agonism; Q9Y5X4; CHO-S Gal4-NCOR/VP16-NR2E3 two-hybrid, luciferase; actives 0.35% (n = 360,000); AID 602229; inhibition of corepressor binding, % at 3.98 µM;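 active means inhibition above the mean of all tested compounds plus 3 SD, cut at about 70% in these data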;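 further: 0% = DMSO with NR2E3 transfected cells and 100% = cells lacking NR2E3 construct; higher means lower luciferase signal from less NR2E3 corepressor binding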
An asterisk follows results filed as active; x = not tested or not shown. Rows were taken by chance. Share with any hit: about 3.3%.

SMILES	CF NFkB inh	Vif imaging	PDI inh	HIF-2a inh	MITF TRPM1 inh	Shn3 3UTR inh	CaV13 FRET inh	KKLEB tox	Peg3 prom inh	NR2E3 ag-1	NR2E3 ag-2
O=c1sc2ccccc2n1CCOc1ccccc1	-10.2	-3.4	-8.8	-272.7	-60.9	-90.7	-4.9	-8.1	-200.4	0.8	-134.3
CC(C)(C)NC(=O)C(OC(=O)Cn1nnc(-c2ccc(F)cc2)n1)c1ccncc1 (configuration not stated)	-4.4	-0.1	0.4	13.7	5.2	-7.4	x	-4.4	-8.2	4.3	-19.8
O=C(c1cc(Cl)ccc1Cl)N1CCc2ccccc21	-6.2	-7.2	0.0	8.9	10.1	7.5	-3.2	1.6	17.1	4.5	-2.0
Cc1ccc(S(=O)(=O)/N=C2\C=C(NS(=O)(=O)c3ccccc3)C(=O)c3ccccc32)cc1	72.7*	14.8	8.6	-49.1	28.8	6.6	-4.8	-3.1	-41.0	x	10.7
CC(=O)Nc1ccc(S(=O)(=O)N2CCCC2C(=O)O)cc1 (configuration not stated)	0.4	-2.3	-1.9	1.8	-2.2	-2.2	x	-1.0	11.4	-1.0	2.7
CCN1C(=O)c2ccc(C(=O)Nc3cccc(C(=O)O)c3)cc2C1=O	8.8	-11.5	1.3	-3.8	7.3	-2.1	-1.5	-2.7	0.8	-1.1	-20.2
CCOC(=O)Cc1cc(=O)n2[nH]c(C)c(-c3ccccc3)c2n1	3.8	14.2	-0.9	7.2	15.5	-13.1	-4.5	-0.6	-1.7	0.4	9.6
Cc1cc(=O)n2ncnc2n1COCCO	22.7	x	-7.1	4.7	14.7	0.6	-5.5	-7.4	9.6	0.1	20.1
COc1cccc(C(=O)OCCCN(C)C)c1	-16.5	0.6	-0.2	6.3	-11.9	4.3	-5.4	10.5	-18.0	-3.8	18.9
CCS(=O)(=O)N1N=C(c2cccc(NS(C)(=O)=O)c2)CC1c1ccc(C)cc1 (configuration not stated)	-6.2	-3.9	4.4	-75.1	-2.7	-13.1	-3.9	-5.2	-32.0	-2.0	-48.0
CC(=O)c1ccc(C(=O)N2CCC(CO)(Cc3cccc(C(F)(F)F)c3)CC2)cc1	10.5	-12.7	3.1	15.1	15.4	11.4	-6.3	-6.4	11.1	3.5	3.7
CC(C)=CCc1c(O)cc(O)c2c(=O)c(O[C@@H]3O[C@@H](C)[C@H](O)[C@@H](O)[C@H]3O)c(-c3ccc(O)cc3)oc12	67.5*	22.3	x	-0.1	5.5	11.7	x	13.5	37.6	4.0	-0.6
Cc1cccc(NC(=O)CSc2nnc(CCCCCNC(=O)OC(C)(C)C)o2)c1C	-6.7	-5.6	-3.1	2.1	-1.4	13.1	-5.4	0.7	-7.4	-4.7	-19.4
CC(CN(C)Cc1ccccc1)OC(=O)c1ccccc1F (configuration not stated)	-27.8	-9.8	19.7	15.9	2.6	1.6	-5.0	13.0	8.3	-3.7	10.4
CC(=O)c1ccc(OCCCC(=O)NC(C)c2ccc(S(N)(=O)=O)cc2)cc1 (configuration not stated)	17.3	-12.1	-3.2	13.7	3.8	x	-5.3	-15.4	7.0	-0.6	0.5

Look-ups from the results shown:
Entry of COc1cccc(C(=O)OCCCN(C)C)c1 in NR2E3 ag-2: 18.9
Entry of CC(=O)c1ccc(C(=O)N2CCC(CO)(Cc3cccc(C(F)(F)F)c3)CC2)cc1 in MITF TRPM1 inh: 15.4
Entry of CCOC(=O)Cc1cc(=O)n2[nH]c(C)c(-c3ccccc3)c2n1 in Shn3 3UTR inh: -13.1

More records.
SMILES	CF NFkB inh	Vif imaging	PDI inh	HIF-2a inh	MITF TRPM1 inh	Shn3 3UTR inh	CaV13 FRET inh	KKLEB tox	Peg3 prom inh	NR2E3 ag-1	NR2E3 ag-2
O=C(NN=C1c2ccccc2-c2ccccc21)c1ccccn1	-157.5	x	-0.9	-180.4	-5.1	-5.8	-6.8	8.1	-88.2	-1.0	-59.0
CC1CCCCC1NC(=O)c1cc2c(s1)CS(=O)(=O)C2 (configuration not stated)	14.7	10.3	-4.1	11.8	-4.4	8.2	x	1.6	-1.8	-0.5	-3.7
COC(=O)C(F)(F)Sc1c(C)[nH]c2ccccc12	13.4	-3.3	7.6	4.8	-1.9	1.1	-7.1	6.0	9.2	-0.2	-11.2
Cc1cccc(/C=N/NC(=O)Cn2nc(C)cc2C)n1	-9.0	8.7	-6.7	18.2	-5.5	17.1	-3.5	-4.8	13.4	1.4	6.4
CC1CCCC(NC(=O)COC(=O)c2ccc3ccccc3n2)C1C (configuration not stated)	-8.4	-16.9	-6.7	12.3	4.3	-6.6	-3.7	-5.5	0.1	0.8	-15.7
CC(C)NC(=O)N(C)C[C@H]1Oc2c(NC(=O)c3ccc(-c4nccs4)cc3)cccc2C(=O)N([C@@H](C)CO)C[C@H]1C	7.1	-2.4	7.9	13.0	7.5	-2.0	-10.4	-12.4	1.0	x	-31.6
O=C(Cn1cnc2ccccc2c1=O)Nc1ccc2c(c1)OCCO2	-22.6	-20.6	0.6	-215.0	-60.4	-83.4	-4.2	7.7	-301.9	0.7	-138.6
CCC(C)Sc1nc2ccccc2n1CC(=O)O (configuration not stated)	13.4	2.1	3.3	12.1	-12.4	2.0	-3.0	-10.0	-1.3	2.6	11.9
COCCN(C(=O)Cc1cccs1)C(C(=O)NCc1ccc(OC)cc1)c1ccccc1 (configuration not stated)	13.1	x	1.3	-2.2	0.4	-11.8	-9.4	-9.5	4.0	-3.2	-8.7
CCOC(=O)C(CCCOc1ccc(C)cc1)C(=O)OCC	-4.5	-2.8	1.5	8.3	-2.0	-13.1	-5.3	1.6	10.1	-1.2	-13.1
CCCS(=O)(=O)NC(=O)C1(C)CCCN(C(=O)c2cccc(OC(F)(F)F)c2)C1 (configuration not stated)	7.4	5.3	8.3	4.1	x	-3.2	-4.7	-5.3	3.0	x	-1.2
CCC(c1nnc(SCC(=O)Nc2ccc(C(N)=O)cc2)n1Cc1ccccc1)N(C)C (configuration not stated)	-4.6	16.7	0.9	12.2	-1.4	-1.2	x	-1.6	10.8	2.1	8.5
COc1ccc(/C=C/C(=O)Nc2ccc(-c3nnc4n3CCCCC4)cc2)c(OC)c1	-7.5	2.0	-4.8	-29.5	-4.0	14.4	-3.0	8.3	-14.2	0.8	-11.5
COc1cc(CC(=O)NNC(=O)c2cc(C)oc2C)cc(OC)c1OC	8.4	0.9	-5.8	8.0	-14.5	18.3	-5.5	1.9	9.4	-1.5	-18.3
COc1oc(-c2ccccc2)nc1C(F)(F)F	10.1	22.1	12.0	7.2	-9.7	-0.4	x	4.1	1.1	2.9	-12.0
CC(C)C(NC(=O)c1ccco1)C(=O)OCC(=O)c1ccccc1 (configuration not stated)	15.7	-8.6	7.4	-5.4	-3.3	-8.5	-2.3	-6.9	-15.0	2.1	-3.2
COc1cc(-c2nnc(COC(=O)c3ccc(C)o3)o2)cc(OC)c1OC	-4.2	-2.9	2.2	1.8	-2.9	-3.2	-4.7	2.7	-2.0	-0.2	-8.9
Cc1ccc(-c2csc(Cc3nc(-c4ccc5c(c4)CCC(=O)N5)cs3)n2)cc1	4.4	27.7	-0.3	-23.0	-6.0	-12.0	-3.2	2.9	-42.4	2.1	-7.0
C[C@@H]1CN([C@H](C)CO)C(=O)CCCn2nncc2CO[C@@H]1CN(C)S(=O)(=O)c1ccc(F)cc1	2.5	4.5	1.0	7.0	x	4.1	-3.1	6.2	-2.3	x	-13.9
O=C(NCCOc1cccc2cccnc12)c1cccs1	-7.1	1.4	2.4	-18.4	-0.9	1.1	3.3	-8.0	-30.3	0.6	-11.0
C/C(=N\NC(=O)c1ccc(F)cc1)c1ccc(NC(=O)Cc2ccccc2)cc1	-20.3	20.8	1.5	-174.0	-36.9	-15.0	-1.6	0.0	-49.8	0.5	-82.1
COC(=O)C1=C(SC)N(c2ccc(OC)cc2)C(c2ccccc2)CC1=O (configuration not stated)	-4.8	1.6	4.0	13.3	0.1	-8.2	-2.7	4.7	6.6	-2.4	-1.6
CCC(C)N1CCCC1C(=O)Nc1c(C)cc(C)cc1C (configuration not stated)	-18.3	-12.4	0.4	11.6	-7.1	12.9	x	-0.9	12.0	1.9	-7.3
COC(=O)CCC(=O)OC1(C)C(=O)C=C2C=C(C3CC3)N(C3CCCCC3)C=C2C1=O (configuration not stated)	13.6	-3.8	-4.0	6.4	-8.3	-18.5	-11.7	5.2	-6.0	-3.8	3.5
COc1ccc(S(=O)(=O)NCC2CCCN(Cc3cccc(C(C)=O)c3)C2)cc1 (configuration not stated)	-13.4	-0.7	-7.0	2.8	-19.5	4.6	-7.2	9.6	8.4	-0.2	10.8
COc1cc(-c2noc(C)c2C(=O)NCCO)cc(OC)c1OC	17.1	x	-0.8	1.8	2.2	11.7	-10.2	0.7	-3.9	-0.6	-10.9
COC(=O)c1cccc(Nc2ncnc3sccc23)c1	1.7	-7.4	-3.4	-47.7	-21.2	15.6	-0.3	-1.1	-52.1	2.6	-2.3
CCOCCn1c(COc2ccc(C)cc2)nc2ccccc21	4.0	-2.5	-7.2	-132.0	-48.5	-85.5	-2.7	-3.9	-178.9	-0.4	-66.5
O=C(N/N=C/c1cc(Br)cc(Cl)c1O)c1ccc2c(c1)OCO2	11.0	2.1	-11.3	-7.6	25.0	24.7	-5.1	-12.3	54.8*	3.1	10.6
O=S(=O)(c1ccc(S(=O)(=O)N(Cc2ccccc2)Cc2ccco2)cc1)N1CCCC1	2.8	16.8	-1.3	10.6	-1.6	-13.6	-10.5	-1.9	26.9	2.1	8.3
CCCCCN(C(=O)CCC(=O)OCC(=O)N1CCCCC1CC)c1c(N)n(CCCC)c(=O)[nH]c1=O (configuration not stated)	3.9	-7.5	4.6	6.7	-1.9	1.1	-2.1	6.1	11.9	x	-3.3
Cc1ccc(C(=O)NC(C)c2ccc(C)c(C)c2)s1 (configuration not stated)	-12.4	-2.6	-3.3	12.1	0.3	14.6	-21.3	7.3	1.6	-0.4	0.3
COC(=O)C1=C(O)/C(=C\c2ccc(OCC(=O)Nc3ccc(OC)cc3)cc2)N=C1C	0.9	1.4	-5.5	14.8	-4.4	3.4	-6.9	1.3	-0.8	-3.8	-2.9
COc1ccc(C2NN=C(c3c[nH]c4ccccc34)C2O)cc1 (configuration not stated)	4.1	-4.0	11.3	-120.1	3.0	-15.3	-1.6	17.8	-66.0	-0.1	-79.0

Some of these compounds in order of their number in NR2E3 ag-1, high to low.
compound | NR2E3 ag-1
COc1ccc(C2NN=C(c3c[nH]c4ccccc34)C2O)cc1 (configuration not stated) | -0.1
Cc1ccc(C(=O)NC(C)c2ccc(C)c(C)c2)s1 (configuration not stated) | -0.4
COC(=O)C1=C(O)/C(=C\c2ccc(OCC(=O)Nc3ccc(OC)cc3)cc2)N=C1C | -3.8

High-throughput results (PubChem BioAssay)
